Source: PubChem BioAssay (Icahn School of Medicine at Mount Sinai)
RBX1-CUL1 inh: inhibitors of human ROC1-CUL1 ubiquitin ligase activity. in vitro K48 di-Ub FRET, acceptor:donor ratio, 45 min. inhibition, % at 10 µM. hit rate 0.6% among 140,000; in the data active means inhibition above about 25%
Target sequence (P62877 whole entry, looked up): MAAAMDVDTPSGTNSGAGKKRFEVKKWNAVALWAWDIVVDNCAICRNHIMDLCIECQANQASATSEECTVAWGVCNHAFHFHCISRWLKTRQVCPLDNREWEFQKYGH
Target sequence (Q13616 whole entry, looked up): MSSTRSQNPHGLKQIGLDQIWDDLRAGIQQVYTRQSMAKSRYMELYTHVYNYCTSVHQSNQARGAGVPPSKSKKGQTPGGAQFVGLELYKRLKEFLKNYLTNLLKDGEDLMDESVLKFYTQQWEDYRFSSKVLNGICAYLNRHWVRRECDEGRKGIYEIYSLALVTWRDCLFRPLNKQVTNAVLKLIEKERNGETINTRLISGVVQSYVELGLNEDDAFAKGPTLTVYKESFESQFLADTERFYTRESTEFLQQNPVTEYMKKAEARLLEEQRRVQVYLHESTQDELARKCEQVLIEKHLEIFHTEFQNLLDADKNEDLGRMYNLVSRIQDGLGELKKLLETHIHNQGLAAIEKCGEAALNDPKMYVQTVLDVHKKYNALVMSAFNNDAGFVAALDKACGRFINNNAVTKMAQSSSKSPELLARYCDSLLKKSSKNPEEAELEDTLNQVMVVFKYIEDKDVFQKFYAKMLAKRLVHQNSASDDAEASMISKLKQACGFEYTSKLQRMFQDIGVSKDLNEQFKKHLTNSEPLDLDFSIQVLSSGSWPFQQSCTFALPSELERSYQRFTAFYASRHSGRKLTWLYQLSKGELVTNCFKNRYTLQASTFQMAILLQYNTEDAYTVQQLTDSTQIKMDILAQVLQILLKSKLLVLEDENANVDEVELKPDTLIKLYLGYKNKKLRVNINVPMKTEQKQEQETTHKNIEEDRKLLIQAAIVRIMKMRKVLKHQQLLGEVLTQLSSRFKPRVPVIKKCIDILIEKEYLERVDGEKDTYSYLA
Active calls of the source: *.

SMILES	RBX1-CUL1 inh
C/C=C/Cn1c(=O)c2c(nc3n2C(C)C(C)=NN3)n(C)c1=O (configuration not stated)	2.2
COc1ccccc1N1CCN(C(=O)c2ccc(OC(C)C)cc2)CC1	0.9
Cc1ccc2cccc(NC(=O)c3ccc(-c4ccc(Br)cc4)o3)c2n1	1.9
c1cnc(N2CCN(c3nc4nonc4nc3N3CCCCCC3)CC2)cn1	-4.3
c1ccc2c3c([nH]c2c1)CCCCCCCC3	-1.3
COc1cc(/C=C2/C(=O)N(c3ccc(Cl)c(Cl)c3)N=C2C)ccc1OCc1ccccc1	-0.5
O=C1N=c2ccccc2=C1c1sc(Nc2ccccc2)nc1O	-4.5
COCCNC(=O)c1ccc(CN2CCCC2)cc1	3.8
CC(=O)Oc1cc(=O)c2c(=O)n(C)c(=O)n(C)c2[nH]1	-11.1
Cc1onc(-c2ccccc2Cl)c1C(=O)Nc1cc(F)ccc1F	3.1
COc1cc(C2c3c(-c4ccccc4O)n[nH]c3C(=O)N2CCO)ccc1OCc1ccccc1 (configuration not stated)	-2.7
Cc1nc(CNC(=O)C2(N3CCCCC3)Cc3ccccc3C2)cs1	6.8
Cc1cc(C)c(NC(=O)CN2C(=O)c3cccnc3Oc3ccc(C)cc32)c(C)c1	2.8
Cc1ccc(S(=O)(=O)c2cc3ccc(C)n3cn2)cc1	-5.5
COc1ccc(NC(=O)CSc2nc(C)cc(C)c2C(=O)Nc2ccccc2OC)cc1	8.0
COc1cc(C(=O)N2CCc3c([nH]c4ccccc34)C2c2ccc(C)cc2)cc(OC)c1OC (configuration not stated)	0.9
C=CCn1c(SCC(=O)c2ccc3c(c2)OCCO3)nc2scc(-c3ccccc3)c2c1=O	-13.8
Cc1ccccc1NC(=O)CSc1nnc(CSCc2ccc(Cl)cc2)n1C	1.9
CCOC(=O)COc1ccc(/C=C2\CC/C(=C\c3ccc(OCC(=O)OCC)c(OC)c3)C2=O)cc1OC	-9.9
CCCCNC(=O)N1CCN(S(C)(=O)=O)CC1	-2.9

5 entries picked at random from the list so far, as already listed:
SMILES	RBX1-CUL1 inh
COc1cc(C(=O)N2CCc3c([nH]c4ccccc34)C2c2ccc(C)cc2)cc(OC)c1OC (configuration not stated)	0.9
CCOC(=O)COc1ccc(/C=C2\CC/C(=C\c3ccc(OCC(=O)OCC)c(OC)c3)C2=O)cc1OC	-9.9
C=CCn1c(SCC(=O)c2ccc3c(c2)OCCO3)nc2scc(-c3ccccc3)c2c1=O	-13.8
Cc1onc(-c2ccccc2Cl)c1C(=O)Nc1cc(F)ccc1F	3.1
Cc1ccccc1NC(=O)CSc1nnc(CSCc2ccc(Cl)cc2)n1C	1.9

Quoted from the listing:
Cc1nc(CNC(=O)C2(N3CCCCC3)Cc3ccccc3C2)cs1 in RBX1-CUL1 inh shows 6.8
CCOC(=O)COc1ccc(/C=C2\CC/C(=C\c3ccc(OCC(=O)OCC)c(OC)c3)C2=O)cc1OC in RBX1-CUL1 inh shows -9.9
COc1cc(/C=C2/C(=O)N(c3ccc(Cl)c(Cl)c3)N=C2C)ccc1OCc1ccccc1 in RBX1-CUL1 inh shows -0.5
COCCNC(=O)c1ccc(CN2CCCC2)cc1 in RBX1-CUL1 inh shows 3.8

(more compounds)
SMILES	RBX1-CUL1 inh
CC1(C)OC(c2ccccc2)=C/C(=C/C=CC2=CC(c3ccccc3)=[O+]C(C)(C)O2)O1	7.1
CC(=O)N1N=C(N)C2N=C(c3ccc(Cl)cc3Cl)NN21 (configuration not stated)	6.2
COc1ccc(CC2(CCC(=O)NCC(C)c3ccccc3)CCC(=O)N2)c2ccccc12 (configuration not stated)	0.1
COc1ccc(-n2c(SCc3ccc(Br)cc3)nc3sc4c(c3c2=O)CCC(C(C)(C)C)C4)cc1 (configuration not stated)	-7.6
CCOc1ccc(-c2c(C)sc3nc(=O)cc(C)n23)cc1	0.8
CSc1cccc(NC(=O)Cn2c(=O)n(Cc3ccccc3)c(=O)c3sc4ccccc4c32)c1	7.0
N#CCc1cc(-c2ccc(Br)cc2)n[nH]1	4.0
OC(COc1cccc(CNCCc2ccccc2F)c1)CN1CCOCC1 (configuration not stated)	4.0
COC(=O)c1ccc2c(c1)N(Cc1ccc(F)cc1)C(=O)c1ccccc1S2	10.1
COC(=O)C(O)(CC(=O)Nc1ccc(C)c(C)c1)C(F)(F)F (configuration not stated)	-5.5
c1cc(-c2cccs2)cc(-c2cccs2)c1	0.6
COc1cc(-c2nc3nc[nH]n3c2Nc2ccc(C(C)C)cc2)ccc1O	-0.2
O=C(NCCc1ccc(Cl)cc1)c1cccn1-c1nnc(N2CCCC2)s1	8.6
O=C(Nc1cc(OCC(F)(F)F)cc(OCC(F)(F)F)c1)c1nn(C23CC4CC(CC(C4)C2)C3)cc1Cl	-0.9
CCCCCCCCOCN1C2=NCCN2c2cc(C)c(C)cc21	-6.2
Cc1ccc(-c2nc(N3CCCC(C)C3)c3ccccc3n2)cc1 (configuration not stated)	6.8
O=C1CC(c2nc(-c3ccc(Cl)cc3)no2)CN1c1ccc2c(c1)OCCO2 (configuration not stated)	-2.6
CC(=O)c1nn(-c2cccc(C)c2)cc1C(=O)c1cccc(Br)c1	-1.0
O=C(Cn1c(Cl)cccc1=O)c1ccccc1	-11.1
Cc1ccc(C(=O)NC2CCCN(C3CCN(C)CC3)C2)cn1 (configuration not stated)	-5.1

In another format: results already given
| SMILES | RBX1-CUL1 inh |
| --- | --- |
| COc1ccc(-n2c(SCc3ccc(Br)cc3)nc3sc4c(c3c2=O)CCC(C(C)(C)C)C4)cc1 (configuration not stated) | -7.6 |
| CCOc1ccc(-c2c(C)sc3nc(=O)cc(C)n23)cc1 | 0.8 |

(continued)
SMILES	RBX1-CUL1 inh
COc1ccc(N=Nc2c(C)[nH]n(-c3ccc([N+](=O)[O-])cc3)c2=O)c([N+](=O)[O-])c1	2.0
O=C(Cc1ccccc1)Nc1sc2c(c1C(=O)Nc1ccccc1)CCCCC2	-6.3
COc1cc2ccccc2cc1C(=O)Nc1ccc2oc(-c3ccc(F)cc3)nc2c1	-4.0
O=C(NCc1nc(NCCCc2ccccc2)c2ccccc2n1)c1cccs1	-6.8
CCCn1c(=O)c2c(nc3n2CCN3c2ccc(C)cc2)n(C)c1=O	1.1
S=C(Oc1ccccc1)Oc1ccccc1	3.5
COc1ccc(NC(=O)CCCc2nnc3n(CCC(C)C)c(=O)c4sccc4n23)cc1Cl	-7.4
O=C1c2ccsc2CN2C(=O)CCC12 (configuration not stated)	-4.5
Cc1ccc(S(=O)(=O)C(CNC(=O)C(=O)NCCc2ccccc2)c2cccs2)cc1 (configuration not stated)	-0.6
CCOC(=O)C1(Cc2cccc(F)c2)CCN(Cc2cnc(C)s2)CC1	1.3
CCCS(=O)(=O)NCc1nc(NCCCc2ccccc2)c2ccccc2n1	-0.1
CCOC(=O)C1(C(=O)OCC)c2ccccc2N(C(=O)OC)C1C#CC(OCC)OCC (configuration not stated)	7.1
COc1cc(C2N=C(N)Nc3nc4ccccc4n32)ccc1OCCC(C)C (configuration not stated)	4.4
COc1ccccc1CNC(=S)Nc1cc(C)ccc1C	-6.7
COc1ccccc1-n1nnnc1SCCSc1nnnn1-c1ccccc1OC	3.2
CCc1ccc(NC(=O)CN2CCN(C3CCCCC3)C(=O)C2=O)cc1	-1.9
CCc1ccc2oc(-c3ccc(C)c(NC(=O)c4ccc(C#N)cc4F)c3)nc2c1	2.3
CCOc1ccccc1C1NC(=S)N=C(C)C1C(=O)OC (configuration not stated)	-2.4
CCCOC(=O)CSC1=NC(=O)CC(c2ccccc2Cl)C1C#N (configuration not stated)	1.0
CC(C)CN(CC(C)C)C(=O)CN1C(=O)c2ccccc2C1=O	3.9
CCc1nc(SCC(=O)Nc2cc(Cl)ccc2OC)c(C#N)c2c1CCCC2	7.5
CCCCOCCCN=C(CC)C(C#N)C(=O)NNc1cc(OC)ccc1OC (configuration not stated)	1.8
Cc1cccc(N2CCN(S(=O)(=O)c3c(C)nc4scc(C)n4c3=O)CC2)c1C	2.0
CCc1ccccc1NC(=O)C1CCCCC1	-3.5
O=C(O)CC1NC(=O)N(C2CCCCC2)C1=O (configuration not stated)	8.4
CCS(=O)(=O)N1CCCC(C(=O)NCCN2CCOCC2)C1 (configuration not stated)	-4.7
COc1ccc(N(C)C(=O)c2oc(=O)c3ccccc3c2-c2ccc(C)cc2)c(OC)c1	6.9
COc1cccc(CCC2CCCN(C(=O)c3n[nH]c4c3CCC4)C2)c1 (configuration not stated)	-15.4
CCOC(=O)c1c(-c2ccccc2)csc1NC(=O)CNCCCO	-7.3
CCOC(=O)CC(=O)N1CN(c2ccc(OC)c(OC)c2)c2nc(SC)nc3sc(C(=O)OCC)c1c23	-16.0
COc1ccc(OC)c(CCNC(=O)c2ccc(CS(=O)Cc3cccc(Cl)c3)o2)c1 (configuration not stated)	-12.5
C=CCSC1=NC(=O)C(C(=O)OC)C(c2ccccc2[N+](=O)[O-])C1C#N (configuration not stated)	-11.9
CCOC(=O)COc1ccc(CC)cc1C(=O)c1ccn2nc(-c3ccc(C)cc3)cc2n1	-3.6
CSc1cccc(NC(=O)CCCc2ccccc2)c1	7.1
O=C(Nc1cccc2cccnc12)c1cccc2ccccc12	-10.7
CC(Oc1ccc(Br)cc1)C(=O)NNC(=O)c1cc2ccccc2oc1=O (configuration not stated)	0.9
Cc1ccccc1OC(C)C(=O)Nc1ccccc1O (configuration not stated)	2.4
Cc1cccc(-c2noc(-c3ccc(N4CCN(C)CC4)c([N+](=O)[O-])c3)n2)c1	1.8
O=S(=O)(Nc1nnc(C(F)(F)F)s1)c1ccc(Br)cc1	0.9
COc1cc(/C=C2/SC(=O)N(Cc3c(F)cccc3Cl)C2=O)cc(OC)c1O	8.9

3 compounds out of the list above, ordered by the value under RBX1-CUL1 inh, largest number first:
| Structure | RBX1-CUL1 inh |
| --- | --- |
| O=C(O)CC1NC(=O)N(C2CCCCC2)C1=O (configuration not stated) | 8.4 |
| O=C(Nc1cccc2cccnc12)c1cccc2ccccc12 | -10.7 |
| C=CCSC1=NC(=O)C(C(=O)OC)C(c2ccccc2[N+](=O)[O-])C1C#N (configuration not stated) | -11.9 |

Next compounds:
SMILES	RBX1-CUL1 inh
Cc1ccc(S(=O)(=O)c2nc(-c3ccccc3)oc2SCc2ccccc2)cc1	11.6
Fc1ccc(-c2cc(-c3ccc(F)cc3)c3c(ccc4ccccc43)n2)cc1	6.6
CCn1c(-c2ccc(C)cc2)n[nH]c1=S	-3.1
Cc1cccc(CCNC(=O)Cn2ncc3c(=O)oc4ccccc4c32)c1	-11.0
O=C(O)c1cccc(N2C(=S)N=C(Nc3ccccc3)C23CCCCC3)c1	-0.9
C=CCNC(=O)CN(Cc1c(Cl)cccc1Cl)S(=O)(=O)c1ccc(Cl)cc1	4.4
O=C1C(Cc2cccs2)=NC(=S)N1CC1CCCO1 (configuration not stated)	7.2
COCCNC(=O)c1c(NC(=O)Cc2coc3cc(C)ccc23)sc2c1CCCC2	2.1
CC(=O)Oc1ccc(C(=O)OCC(=O)c2ccc(Br)cc2)cc1-c1ccccc1	7.0
Cc1nn(-c2nc3ccccc3[nH]2)c2c1C(=O)CC(c1cccs1)C2 (configuration not stated)	1.5
CC1/C(=C\c2ccc(Cl)cc2)C(=O)C2CC1C2(C)C (configuration not stated)	-6.6
CN(C)S(=O)(=O)N1CCC(C(=O)Nc2ccccc2C(F)(F)F)CC1	7.6
Cc1cc(C)nc(NC(=O)c2ccc(C(F)(F)F)cc2)n1	7.2
COc1ccccc1CN1CCCC(CN(CCN(C)C)C(=O)c2cc(C(C)C)no2)C1 (configuration not stated)	-2.8
CCCn1nnn(-c2c(Br)cc(C)c(C)c2Br)c1=O	3.9
Cc1cc(C)nc(C(N)=Nc2nc(-c3ccccn3)cc3ccccc23)n1	10.0
COc1cc(C2c3c(n[nH]c3COc3ccccc3)OC(=N)C2C#N)ccc1-c1ccccc1 (configuration not stated)	1.9
Cc1ncc2c(c1CNC(=O)c1ccsc1)CCN(C(=O)/C=C/c1cccc(F)c1F)C2	-11.5
CC(C)N(C)CCOC(=O)c1ccccc1Cl	7.8
CC(C)(C)NCc1cccc(OCC(O)CN2CCCCCC2)c1 (configuration not stated)	2.5
Cc1ccc(F)c(NC(=O)/C(=C/c2ccccc2)c2ccccc2)c1	7.2
COc1cc(C(=O)Nc2ccc(O)cc2C(=O)O)ccc1OC(C)=O	5.1
Cc1c(CC(=O)N(C)C)c2c(n1CCc1ccccc1)CCCC2=O	-1.9
O=C(NC1CC1)c1sc2ccccc2c1Cl	4.4
O=c1ccc2cc(Cl)c(O)c(Cl)c2o1	0.2
CC(=O)N1CCN(C(=O)CCC(=O)O)CC1	-3.1

These rows are one share of the data (hit frequency here may not be typical).
